Screening data from PubChem.
Pf Dd2 inh – Plasmodium falciparum Dd2 growth inhibition | P. falciparum Dd2 growth, SYBR Green, 72 h | Potency, µM (titrated, usually from 28.9 µM), for inactives: at the top dose activity, negative = inhibition, usual class: inhibitors | 4.3% of 120,000 active; active = well fitted inhibition curve with a large enough effect; inconclusive = small, poorly fitted or top-dose-only effect; inactive = no such curve, though single readings can be large or run the other way;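 note: plate controls were DMSO vehicle for no effect and reference drug for full effect; nearly all actives have a fitted effect of over 65% in size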
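Infected erythrocytes (Dd2, 0.3% parasitemia, 2.5% hematocrit final) are added to compound in RPMI-1640/Albumax II medium, grown 72 h at 37C in low oxygen, then lysed with saponin/Triton-X containing SYBR Green and read by fluorescence.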
Active calls of the source: *; i = inactive; ? = inconclusive; [ ] = dose if it differs, or a comment. Potency is the fitted concentration of half-maximal effect.

SMILES,Pf Dd2 inh
CCOc1ccccc1N1CC(c2nc3ccccc3n2CCCCOc2ccccc2)CC1=O (stereo unspecified),5.9%
CCN(Cc1ccccc1)S(=O)(=O)c1ccc2c(c1)CC(C)N2C(=O)C1CCC1 (stereo unspecified),?
c1cc(-c2nnc([C@H]3CCN(C4CCCCC4)C3)o2)ccn1,i
O=C(CC(c1cccc([N+](=O)[O-])c1)c1c[nH]c2ccccc12)NCc1ccccc1 (stereo unspecified),?
Cc1cnc(-c2cccnc2)n1CCN,2.4%
CCCc1noc(-c2cn(C3CCN(C(=O)c4ccc(OC)cc4OC)CC3)nn2)n1,i
COCCNc1nc(NCc2cccc(Cl)c2)c2cnn(C)c2n1,18.6%
COC(=O)[C@@H]1Cc2c([nH]c3ccccc23)[C@H]2C[C@@H](NCCNC(C)=O)C[C@@H](c3ccc(C)cc3)N21,i
CSCC(=O)N1CCN(C)C2(CCC(=O)N(CC3CC3)CC2)C1 (stereo unspecified),-10.7%
C#CCN(C)Cc1nc(C2(O)CCN(Cc3ccccc3C(F)(F)F)CC2)cs1,-32.5%[44.1 µM]
CCOCc1nc(C2CCCN(C(=O)C3(c4ccc(OC)cc4)CC3)C2)no1 (stereo unspecified),5.6%
Cn1cc(CN2C[C@@H](F)[C@@H](OCc3nc4ccc(C#N)cc4[nH]3)C2)c2ccccc21,?
CN1[C@@H](CCC(=O)N2CCOCC2)CNC(=O)[C@@H]2[C@H]1CCN2Cc1cccc(OC(F)(F)F)c1,-10.8%
COc1ccc(-c2noc([C@@H]3CCCN3C(=O)CCc3ccccc3)n2)cc1OC,i
COc1cccc(CCC(=O)NCCC2CCN(C(=O)Nc3ccc(F)cc3F)CC2)c1,-24.6%
COc1cccc(CNC(=O)C2CCN(C(=O)N3CCOc4ccc(Cl)cc43)CC2)c1OC,?
Cc1ccccc1Oc1c(CCC(=O)N2CCSCC2)c(C)nn1-c1ccc(F)cc1,i
CCCS(=O)(=O)N1CC(=O)N(c2ccccc2C)C(C)(C(=O)NC2CCCC2)C1 (stereo unspecified),88.7%[activator]
N#Cc1ccc(CN2CC[C@H](c3nnc(-c4ccccc4)o3)C2)cc1,?
O=C(Nc1cc(F)ccc1F)N1CC(c2noc(-c3ccccc3)n2)C1,?
O=c1[nH]nc2n1CCN(Cc1ccc(OC(F)(F)F)cc1)CC2,0.5%
CN(C)C(=O)N1C[C@@H]2CN(C3CCOCC3)C[C@]2(C(=O)O)C1,-2.1%
O=C(NCc1ccccc1)C1CCN(C(=O)N2CC3CC(C2)[C@H]2CCCC(=O)N2C3)CC1 (stereo partly specified),4.0%
CC(C)(C)CN[C@@H]1CO[C@H](CNC(=O)c2ccccc2)[C@H]1O,-22.7%[44.1 µM]
COc1ccc(-c2cc3nc(-c4ccccc4)cc(C(F)(F)F)n3n2)cc1,44.3%[activator]
O=C(O)C1CN(Cc2ccoc2)CCN(C(=O)Cc2ccccc2)C1 (stereo unspecified),3.0%
OCC1CN(c2ncccn2)CC12CCN(Cc1cc(Cl)ccc1F)CC2 (stereo unspecified),?
CCn1c(=N)c(C(=O)NC2CCCCC2)cc2c(=O)n3cc(C)ccc3nc21,40.8%[activator]
CC(C)CN(CCNC(=O)c1cn(C)c2ccc(S(=O)(=O)N3CCCCCC3)cc2c1=O)CC(C)C,69.1%[activator]
COc1cccc(NC(=O)Cn2c(C)ccc(NS(=O)(=O)c3ccccc3)c2=O)c1,?
COc1cc(NC(=O)N[C@H]2CO[C@H]3[C@@H]2OC[C@@H]3Nc2nccc(C(C)(C)C)n2)cc(OC)c1,i
Cc1cc(C)cc(Oc2nc3c(C)cccn3c(=O)c2/C=C(\C#N)c2nc3ccccc3[nH]2)c1,15.8%
CC(C)NC(=O)c1ccccc1OCC1CCCN(Cc2ccccn2)C1 (stereo unspecified),i
O=C(c1ccccn1)N1C[C@@H]2OCC(=O)N(CC3CCCCC3)[C@@H]2C1,2.1%[44.1 µM]
Clc1ccc(Nc2cnc3ccc(-c4ccccc4)nn23)nc1,i
O=C(c1ccncc1)N1CCCC1c1nnc2n1CCNC2 (stereo unspecified),-13.8%
Cc1cc(C)cc(Nc2cc(C(=O)NC3CCC(C)CC3)c3ccccc3n2)c1 (stereo unspecified),?
O=C(Nc1cccc(C(F)(F)F)c1)N[C@H]1[C@H](O)[C@@H](Oc2ccccc2)[C@@H]2OC[C@H]1O2,-11.0%[44.1 µM]
Cc1nn(-c2ccccc2)c2nc(C3CC3)cc(C(=O)Nc3ccc(F)cc3)c12,?
O=C(COc1ccccc1F)Nc1ccccc1C(=O)OCc1cc(=O)n2nc(C3CC3)sc2n1,5.2%
Cc1nc(C)c(C(=O)Nc2nn(Cc3ccccc3)c3cccc(OC(C)C)c23)o1,?
COc1nc2c(cc1CNC(=O)CC1CCCCC1)C(=O)N(C1CCCC1)C2,-15.3%
CN(c1ccc(C(=O)N2CCn3nc(CO)cc3C2)cc1)S(C)(=O)=O,2.4%
Cc1noc(C)c1[S+](=O)([O-])N1CC(Oc2ccc(F)c(F)c2)C1,14.2%
COc1ccc(C(=O)N2CCCC(n3cc(-c4noc(C)n4)nn3)C2)c(OC)c1 (stereo unspecified),i
O=C(c1ccccc1)N1CCC2(CC1)NC(=O)N(Cc1ccc(F)cc1)C2=O,i
Cc1nn(C)cc1C(C)NC(=O)CN1CCCc2nc(-c3ccccc3)ncc2C1=O (stereo unspecified),-17.4%
Cc1nc(-c2ccc(C(F)(F)F)cc2)cc([C@H]2CN3CC[C@H]2C[C@@H]3CNC(=O)N2CCOCC2)n1,i
Cc1c(NC(=O)c2sc3c([N+](=O)[O-])cccc3c2Cl)cccc1-c1nc2ccccc2o1,44.3%[activator]
COc1ccc(Nc2ccc3c(n2)CN(Cc2ccc(C(F)(F)F)cc2)C(=O)CO3)cn1,?
O=[S+]([O-])(c1ccccc1)N1CCCC2(CC(c3cccc(C(F)(F)F)c3)=NO2)C1 (stereo unspecified),-11.6%
CCOc1ncccc1Cn1cc(-c2cncnc2)nn1,-8.6%
Cc1noc(-c2ccc(NC(C)c3ccccc3)c([N+](=O)[O-])c2)n1 (stereo unspecified),-6.0%
Cc1ccc(C)c(N2CCN(S(=O)(=O)c3cnc(N)nc3)CC2)c1,16.3%
CCC(=O)N1CCc2cc(CNS(=O)(=O)c3ccccc3F)ccc21,-5.6%
COc1cc(OC)c(NS(=O)(=O)c2cc(-c3cnc(C4CC4)o3)ccc2C)cc1Cl,-5.5%
O=C(NCCc1ccncc1)C1CN(S(=O)(=O)c2ccccc2)CC12CCCCC2 (stereo unspecified),?
COc1ccc(S(=O)(=O)N2CCCC(Cn3c(C)nc4cccnc43)C2)cc1OC (stereo unspecified),i
O=C(c1cnc2c(c1)CCCC2)N1CCCn2nc(CO)cc2C1,-6.6%
Cc1ccc(C(=O)N2CCCCCNC(=O)[C@@H]3CCC[C@@H]32)cn1,7.9%

Part of the list above, set out differently.
COc1nc2c(cc1CNC(=O)CC1CCCCC1)C(=O)N(C1CCCC1)C2
  Pf Dd2 inh: -15.3%
CN(c1ccc(C(=O)N2CCn3nc(CO)cc3C2)cc1)S(C)(=O)=O
  Pf Dd2 inh: 2.4%

New compounds follow
SMILES,Pf Dd2 inh
CCCc1noc(-c2ccn3c(CNC(=O)c4ccccc4OCC)nnc3c2)n1,i
OC[C@@H]1CNC[C@H]1C1CCN(Cc2ccc(Cl)c(F)c2)CC1,?
O=C(c1[nH]nc2c1COc1ccccc1-2)N1CCC(Cc2nncn2CC2CC2)CC1,?
O=C(CSc1n[nH]c(-c2ccc(F)cc2)n1)NCCc1ccccc1,i
NS(=O)(=O)c1ccc(F)c(C(=O)NCc2nc(C3CCCCC3)no2)c1,-8.2%
COC(=O)c1ccccc1NC(=O)Cn1c(=O)n(-c2cccc(C(F)(F)F)c2)c(=O)c2c(C)c(C)sc21,80.9%[activator]
CCCCN(CC)C(=O)Nc1ccc2c(c1)N(C)C(=O)c1ccccc1S2,?
O=C(NCc1ccccn1)C1CCN(CC2(O)CNCCOC2)CC1 (stereo unspecified),-19.0%
CN1C(=O)c2cccn2CC1C(=O)Nc1ccc(F)cc1F (stereo unspecified),75.5%[activator]
CCCCc1ccc(NC(=O)CN2C(=O)NC3(CCS(=O)(=O)CC3)C2=O)cc1,?
CCN(CC)C(=O)[C@@H]1CCC[C@@H](NC(=O)c2cnccn2)CN(C)C(=O)C1,6.3%[44.1 µM]
O=C(N[C@H]1CO[C@H]2[C@@H]1OC[C@@H]2n1cc(-c2ccccn2)nn1)c1ccc(C(F)(F)F)cc1,1.4%
Cc1ccc(C2=NC3(CCN(C(=O)c4ccc(C)s4)CC3)ON2)cc1,-11.4%
Cc1ccc(-c2nnc(C3CN(C(=O)c4cnccn4)CC34CCOCC4)o2)cc1 (stereo unspecified),-8.2%
Cc1ccc(CNc2ncnc3c2c(-c2ccccc2)cn3-c2cccc(Cl)c2)cc1,?
c1cncc(C2=NOC3(CCCN(Cc4ccsc4)C3)C2)c1 (stereo unspecified),-2.0%
O=C(N1CCCCC1)N1CCn2c(nnc2-c2cncc(Br)c2)C1,-17.5%
CN1CC(=O)N(C2CCNCC2)Cc2c1ncnc2N1CCc2ccccc2C1,?
COc1cccc(CC(=O)N2C[C@@H](Oc3cccnc3)C[C@H]2C(=O)N2CCCC2)c1,-14.6%
O=C(NCCc1nc(Cc2ccccc2)no1)C1CNCCO1 (stereo unspecified),0.0%
Cc1ccc(CN2C(=O)NC3(CCCN(C(=O)c4ccc(F)c(Cl)c4)C3)C2=O)cc1 (stereo unspecified),7.08µM*
CCCCNC(=O)c1cccc(-c2cc(N3CCN(C)CC3)nc(N)n2)c1,i
COCCNC(=O)C1c2ccccc2C(=O)N(c2ccccc2)C12CCCCC2 (stereo unspecified),-18.1%
O=C(NCCc1ccccc1)N1CCC(N2CC3CC(C2)[C@H]2CCCC(=O)N2C3)CC1 (stereo partly specified),i
CC(C)CN1C(=O)c2cccn2CC1C(=O)NCCCOC(C)C (stereo unspecified),-3.9%
COc1ccc(NC(=O)Cn2ncc3c2-c2ccccc2OC3)cc1Cl,?
CCn1cc(S(=O)(=O)N2CCOc3ccc(CN4CCCCCC4)cc3C2)cn1,-24.2%
COCC(=O)N[C@@H]1CCC[C@@H](C(=O)N(C)Cc2cccnc2)CC(=O)N(C)C1,3.6%[44.1 µM]
COc1ccc(-c2nc(C3CN(C(=O)NCc4ccccc4)C3)no2)cc1,-24.9%
Cn1c(SCc2cc(=O)c3cc(Cl)ccc3[nH]2)nnc1-c1ccccc1,8.3%

Given field by field: 2 of the compounds above.
CN1C(=O)c2cccn2CC1C(=O)Nc1ccc(F)cc1F (stereo unspecified)
  Pf Dd2 inh = 75.5%[activator]
COc1cccc(CC(=O)N2C[C@@H](Oc3cccnc3)C[C@H]2C(=O)N2CCCC2)c1
  Pf Dd2 inh = -14.6%

Next entries:
SMILES,Pf Dd2 inh
Cc1csc2nc(COC(=O)c3cccc(NC(=O)COc4ccccc4Cl)c3)cc(=O)n12,i
COc1ccc(C(CNC(=O)COc2ccc(C)cc2)N2CCCCC2)cc1 (stereo unspecified),?
COc1cccc(CN2CCCC(C(=O)NCc3ccncc3)CCNC(=O)CC2)c1 (stereo unspecified),-5.0%
Cc1noc(-c2cn(C3CCN(C(=O)Cc4ccsc4)C3)nn2)n1 (stereo unspecified),i
CN1c2cc(C(=O)N3CCC(C(N)=O)CC3)ccc2C(=O)N2CCCCC21 (stereo unspecified),24.1%
Cc1cccc(N(C)S(=O)(=O)c2ccc(-c3cc(C)no3)s2)c1,-13.4%
O=C1NC2(Cc3ccccc31)CN(C1COC1)C2,10.3%[44.1 µM]
CC[C@H]1CN2CC[C@H]1C[C@@H]2CNS(=O)(=O)c1ccc(NC(C)=O)cc1,-4.3%[44.1 µM]
Cc1ccc(CNc2nc3c(S(=O)(=O)c4ccccc4)nnn3c3ccsc23)cc1,i
CCc1ccccc1NC(=O)C(C)n1nc(-c2ccc(C)c(C)c2)ccc1=O (stereo unspecified),2.2%
CN(C)C[C@@H]1CN(S(C)(=O)=O)C[C@H]1NC(=O)c1ccncc1,2.6%
CCc1noc(CC2CCOC3(CCN(S(=O)(=O)c4ccc(Cl)cc4)CC3)C2)n1 (stereo unspecified),?
Cc1nn2c(-c3cccc(NC(=O)c4ccc(Cl)cc4)c3)nnc2c2ccccc12,-16.2%
O=C(NC1Cc2ccccc2C1)c1ccccc1C1CCNC1 (stereo unspecified),-14.6%
COc1ccc(C(=O)CSc2nc3cc(C(=O)NC4CCCC4)ccc3c(=O)n2CC2CCCO2)cc1 (stereo unspecified),0.5%
Cc1nn(-c2ccccc2)c(Oc2ccccc2F)c1CCC(=O)NCc1ccco1,7.94µM*
COc1ccc(OC)c(CCNC(=O)Cn2nc(C)n3c(cc4sccc43)c2=O)c1,-3.8%
Cc1ccc2oc(=O)n(CCNC(=O)Nc3ccc(C)c(F)c3)c2c1,7.6%
COc1cccc(-c2oc3ccc(C)cc3c(=O)c2O)c1,?
CC(=O)Nc1ccc2c(c1)nc1n2[C@@H](CNCc2ccncc2F)COC1,1.2%[44.1 µM]
O=C(Cn1c(-c2cccs2)cc2cc(F)ccc21)N1CCN(c2cccc(Cl)c2)CC1,?
CC(C)c1ccc(CN2CCCC(O)(CN3CCSCC3)C2=O)cc1 (stereo unspecified),-20.7%

Not all compounds are listed; count on the stated rates, not on these rows.
